# Bioassay records (PubChem BioAssay)
# BAZ2B block: qHTS Assay for Inhibitors of BAZ2B; Bromodomain adjacent to zinc finger domain protein 2B (Homo sapiens), Q9UIF8; AlphaScreen BAZ2B-H3K14Ac peptide displacement; Potency, µM (top dose mostly 114 µM), inactives show at the highest dose activity change, negative = inhibition, hits mostly inhibitors; 360,000 compounds, 4.4% hits; AID 504333, 2011; further: potency means the concentration at half of the fitted maximal effect; on the % scale 0 is the no-effect control and ±100 the full control effect; nearly all actives have a fitted effect of over 60% in size
#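 Complex of BAZ2B and biotin-H3K14Ac (50 nM apiece) forms over 30 min at RT, then faces library compounds up to 110 uM for another 30 min; AlphaScreen beads added, 20 min dark incubation, luminescence read.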
# Pin1 inhibitor: qHTS Assay to Find Inhibitors of Pin1; 390,000 compounds, 0.009% hits; Potency, µM (doses to about 115 µM), for inactives: at the highest dose activity, negative = inhibition, hits mostly inhibitors; Peptidyl-prolyl cis-trans isomerase NIMA-interacting 1 (Homo sapiens), Q13526; AID 504891, 2011; Pin1 FP peptide displacement, HiFluor488, 10 min; active means well fitted inhibition curve with a large enough effect in the polarisation, with a control signal flat, not every such curve was filed as active; inconclusive means small, poorly fitted or top-dose-only effect, or effect the other way, or a change in a side signal; inactive means no such curve, though single readings can be large or run the other way; the % refers to the polarisation; further: potency means the concentration at half of the fitted maximal effect; on the % scale 0 is the no-effect control and ±100 the full control effect
# Target sequence (Q13526 whole entry, looked up): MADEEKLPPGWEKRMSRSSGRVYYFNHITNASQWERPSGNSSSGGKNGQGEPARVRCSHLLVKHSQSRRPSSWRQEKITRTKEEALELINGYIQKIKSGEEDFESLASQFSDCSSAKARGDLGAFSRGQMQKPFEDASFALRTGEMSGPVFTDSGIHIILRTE
# PI4K2A block: qHTS for small molecular inhibitors of PI4K2A. Phosphatidylinositol 4-kinase type 2-alpha (Homo sapiens), Q9BTU6. purified PI4K2A, ADP-Glo luminescence, 1 h; active compounds read low. activity change, negative = inhibition, % at 76.9 µM. 420,000 compounds, 0.13% hits. AID 1346378, 2018; in the data active means activity change below about -50%; inconclusive means mostly about -30% to -49%;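 further: -100% = wells without enzyme as full effect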
#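 ADP-Glo luminescence measured ADP generated by PI4K2A enzyme (4 ug/mL before mixing) with 1.2 mM PI substrate (pre-mix) and 300 microM ATP (pre-mix). Tris pH7.5 buffer with MgCl2, Triton X-100; 1 h reaction at ambient temperature.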
# ERG-DNA inh: qHTS for Small Molecule Inhibitors of the ERG Ets/DNA interaction | fluorescence polarization, His-ERG Ets domain / labelled DNA | Potency, µM (top dose mostly 76.9 µM), without a hit: top-dose FP activity, negative = inhibition, usual class: inhibitors | 370,000 compounds, 0.028% hits | AID 624246, 2012; active means well fitted inhibition curve with a large enough effect in the polarisation, with a control signal flat; inconclusive means small, poorly fitted or top-dose-only effect, or effect the other way, or a change in a side signal; inactive means no such curve, though single readings can be large or run the other way; the % refers to the polarisation;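 further: polarization taken with two DNA probes labelled with fluorescein and Texas red; potency means the concentration at half of the fitted maximal effect; % of control where 0% means no effect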
#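 His-tagged ERG Ets domain (1 uM in the protein solution; 300mM KCl, 50mM Tris-HCl, 1mM EDTA, 1mM DTT, pH 7.5) received compound, then a probe mix of 5 nM fluorescein-DNA and 100nM Texas-615-DNA. Fluorescence polarization was read for both dyes.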
# GLS inhibitor: qHTS for Inhibitors of Glutaminase (GLS); AID 624170, 2012; Potency, µM (series often up to 45.5 µM), for inactives: at the highest dose activity change, negative = inhibition, most hits filed as inhibitors; GLS enzymatic activity, qHTS titration; 410,000 compounds, 0.21% hits; further: potency means the concentration at half of the fitted maximal effect; on the % scale 0 is the no-effect control and ±100 the full control effect
#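 Coupled fluorescence readout: glutamate oxidase/HRP/Amplex Red detect glutamate formed by hKGA from L-glutamine (1 mM solution added). Buffer 45 mM KH2PO4 pH 8.2, 0.02% Tween-20; reads at t0 and 30 min RT.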
# HP1b binding inh: HTS for Inhibitors of HP1-beta Chromodomain Interactions with Methylated Histone Tails | Chromobox protein homolog 1 (Homo sapiens), P83916 | AlphaScreen HP1-beta / biotin-H3K9me3 peptide binding | 390,000 compounds, 0.56% hits | Potency, µM (highest dose often 114 µM), for inactives: at the highest dose activity change, negative = inhibition, hits mostly inhibitors; further: potency means the concentration at half of the fitted maximal effect; nearly all actives have a fitted effect of over 70% in size; inactives centre near 23
# Target sequence (P83916 whole entry, looked up): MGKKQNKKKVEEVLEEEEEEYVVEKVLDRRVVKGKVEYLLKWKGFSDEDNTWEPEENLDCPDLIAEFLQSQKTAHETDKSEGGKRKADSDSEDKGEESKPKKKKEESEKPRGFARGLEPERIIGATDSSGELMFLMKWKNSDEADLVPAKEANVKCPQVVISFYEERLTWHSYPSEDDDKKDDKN
#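 Compound inhibition of the preformed complex between 50 nM HP1-beta and 50 nM biotinylated H3K9me3 peptide was read by AlphaScreen. Buffer was PBS pH 7.4 with 0.01% Tween-20. Incubations ran 30 min at room temperature, with 10 ug/mL donor/acceptor beads.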
# JMJD2A Tudor inh: qHTS Assay for Inhibitors of JMJD2A-Tudor Domain; 390,000 compounds, 4.4% hits; Lysine-specific demethylase 4A (Homo sapiens), O75164; AlphaScreen JMJD2A-Tudor / H3K4me3 peptide binding; AID 504339, 2011; Potency, µM (highest dose often 114 µM), inactives show at the highest dose activity change, negative = inhibition, most hits filed as inhibitors; further: potency means the concentration at half of the fitted maximal effect; on the % scale 0 is the no-effect control and ±100 the full control effect; nearly all actives have a fitted effect of over 50% in size
# PGK inhibitor: qHTS Assay to Find Inhibitors of Phosphoglycerate Kinase; Potency, µM (series often up to 57.5 µM), for the others: top-dose activity change, negative = inhibition, hits mostly inhibitors; AID 602233, 2012; 380,000 compounds, 0.043% hits; PGK/GAPDH coupled, Kinase-Glo luminescence, 60 min; Phosphoglycerate kinase, glycosomal (Trypanosoma brucei brucei), P07378; further: potency means the concentration at half of the fitted maximal effect; on the % scale 0 is the no-effect control and ±100 the full control effect; nearly all actives have a fitted effect of over 60% in size
# Target sequence (P07378 whole entry, looked up): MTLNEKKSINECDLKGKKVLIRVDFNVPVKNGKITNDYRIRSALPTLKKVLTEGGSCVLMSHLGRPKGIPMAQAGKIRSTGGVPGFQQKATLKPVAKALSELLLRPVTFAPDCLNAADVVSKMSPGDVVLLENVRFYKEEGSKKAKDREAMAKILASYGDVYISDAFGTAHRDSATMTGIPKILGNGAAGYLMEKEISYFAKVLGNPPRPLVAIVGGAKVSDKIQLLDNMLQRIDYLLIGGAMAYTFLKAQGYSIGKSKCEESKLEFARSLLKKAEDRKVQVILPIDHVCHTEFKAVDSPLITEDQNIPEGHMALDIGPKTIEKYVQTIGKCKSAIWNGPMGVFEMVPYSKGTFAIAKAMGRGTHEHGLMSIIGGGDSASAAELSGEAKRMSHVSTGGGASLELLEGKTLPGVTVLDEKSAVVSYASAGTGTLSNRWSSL
#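 Luminescent ATP detection (Kinase-Glo Plus) follows a 60-minute room-temperature incubation, with wells lacking PGK as controls. Buffer: 100 mM TEA (pH 7.6), 5 mM MgCl2, 0.01% Tween-20. Coupling enzyme GAPDH (100 nM final) supplies unstable 1,3-BPG in-well.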
# G9a block: qHTS Assay for Inhibitors of Histone Lysine Methyltransferase G9a; 350,000 compounds, 8.8% hits; Histone-lysine N-methyltransferase EHMT2 (Homo sapiens), Q96KQ7; Potency, µM (series often up to 102 µM), for the others: top-dose activity, negative = inhibition, most hits filed as inhibitors; G9a H3K9 monomethylation, AlphaScreen, 2 h; further: potency means the concentration at half of the fitted maximal effect; on the % scale 0 is the no-effect control and ±100 the full control effect; nearly all actives have a fitted effect of over 75% in size
# Target sequence (Q96KQ7 913-1193 limits assumed): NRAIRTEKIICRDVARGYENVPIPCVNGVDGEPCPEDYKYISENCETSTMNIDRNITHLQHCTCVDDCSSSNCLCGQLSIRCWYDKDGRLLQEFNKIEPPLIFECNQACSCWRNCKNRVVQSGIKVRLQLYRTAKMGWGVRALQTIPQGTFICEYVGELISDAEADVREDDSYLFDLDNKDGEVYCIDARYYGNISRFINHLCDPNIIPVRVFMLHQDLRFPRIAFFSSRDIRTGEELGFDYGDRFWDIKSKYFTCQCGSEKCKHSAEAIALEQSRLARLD
#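 G9a (20 nM) preincubated 15 min RT with compounds, then 500 nM biotinylated H3K9 peptide and 20 uM SAM added; 2 h RT reaction. Monomethyl-H3K9 product detected by AlphaScreen with anti-H3K9me1 antibody, streptavidin donor and anti-rabbit IgG acceptor beads.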
# * hit, by the source's call; i = inactive; ? = inconclusive; · = no result given; & = joins results of further samples; [ ] = remark or other dose. Unless noted, the call rests on the fitted dose curve; in most records, active means well fitted curve in the direction sought with a large enough effect; inconclusive means small, poorly fitted or top-dose-only effect, or another doubt; inactive means no such curve, though single readings can be large; an effect the other way counts as inactive or inconclusive. No enrichment for hits. Share with any hit: about 11%.
SMILES,BAZ2B block,Pin1 inhibitor,PI4K2A block,ERG-DNA inh,GLS inhibitor,HP1b binding inh,JMJD2A Tudor inh,PGK inhibitor,G9a block
CCCNC(=O)c1ccc(COc2ccc(Cl)cc2)o1,8%,0%,-2,6%,-1%,23%,-11%,-8%,·
Cc1ccc(S(=O)(=O)Oc2ccc(C3C4=C(CCCC4=O)OC4=C3C(=O)CCC4)cc2)cc1,?,3%,0,-3%,6%,11%,1%,0%,10%[0.0925 µM]
c1ccc(-c2nc3c4ccccc4ccn3c2CN2CCCCC2)cc1,-35%,-1%,1,-17%,-10%,11%,-36%,3%,-35%
CCN(CC)C(=O)Cn1cc(S(=O)(=O)CC(=O)Nc2ccccc2F)c2ccccc21,·,0%,0,-4%,0%,32%,-11%,-1%,·
CCCCNC(=O)CN1C(=O)COc2ccc(S(=O)(=O)N3CCCCCC3)cc21,-34%&-33%,3%&-1%,2&1,4%&1%,-4%&-5%,13%[57 µM],9%&0%,-8%&-9%,29%
CN1CCN(c2ccc(NC(=O)c3cccc(OCc4ccccc4)c3)cc2)CC1,?,0%,0,4%,1%,-4%,?,i,16µM*
O=[N+]([O-])c1ccc(N2CCN(c3ccccc3F)CC2)c(S(=O)(=O)N2CCOCC2)c1,-9%,-3%,-3,-13%,-1%,6%,?,3%,20µM*
CC1CCN(C(=O)CCCOc2cc(=O)n(C)c3ccccc23)CC1,?,1%,2,-7%,5%,34%,-8%,5%,7%[59 µM]
COc1ccc(NC(=O)CC(C)(C)C)c([N+](=O)[O-])c1,6%,0%,-5,10%,8%,11%,-19%,-2%,11%[59 µM]
Cc1cc(NC(=O)CSCC(=O)NCc2cccc(C(F)(F)F)c2)no1,7%,2%,5,4%,4%,32%,-5%,-2%,-9%
COC(=O)C1=C(C)C(c2ccc(OC)cc2OC)NC(=O)N1 (stereo unspecified),15%,-2%,22,-10%,10%,38%,9%,7%,-13%
CCC(C)NC(=O)CSc1ccc(NC(C)=O)cc1 (stereo unspecified),-3%,2%,-2,-9%,24%,27%,2%,7%,-8%[12.7 µM]
COc1ccc(OCCSc2nnc(Cc3cccc4ccccc34)n2N)cc1,?,7%,2,0%,-2%,22%,-9%[57.1 µM],-4%,-45%[59 µM]
Cc1cc(C)cc(NC(=O)COC(=O)Cc2ccccc2F)c1,14%,5%,3,-17%,0%,48%[activator],-34%,-9%,0%[2.33 µM]
COc1ccc(/C=C/C(=O)NCc2cnn(C)c2C)cc1COc1ccc(Br)cc1,12%[57.1 µM],16%,2,-1%,0%,22%,-18%,i,18%[12.7 µM]
CCOc1ccccc1CN1CCN(CC2=Cc3cc(OC)ccc3OC2)CC1CCO (stereo unspecified),?,1%,1,-8%,17%,-23%,?,-8%,·
O=C(Nc1nc2ccccc2[nH]1)c1cccc(Cl)c1,0%,9%,0,-2%,-5%,34%,-15%,2%,·
Cc1ccc(N=Nc2ccc(O)cc2)c(Br)c1,45µM*,-9%,-2,-1%,1%,?,35µM*,-7%,·
Cc1onc(-c2c(F)cccc2Cl)c1C(=O)N(C)C1CCCCC1,-4%,0%,8,-2%,0%,28%,-2%,1%,40%
CCCCn1c(N(CCOC(C)=O)C(C)=O)nc2ccccc21,-5%,-9%,-5,7%,-13%,30%,4%,-9%,0%
CC1=NN(c2nc(-c3ccccc3)cs2)C(=O)C1,-39%,?,-11,0%,23%,-2%,-33%,-2%,-8%[0.501 µM]
CCN(CC)C(=O)CSc1nnc(-c2ccco2)n1N,-5%,?,-3,1%,1%,35%[activator],37%[activator],-1%,-2%[12.7 µM]
COc1ccc(S(=O)(=O)NCC(=O)N(CC(=O)NCC2CCCO2)c2ccccc2C)cc1 (stereo unspecified),-5%,-9%,0,8%,5%,18%,4%,-3%,-6%[12.7 µM]
CCN(CC)CCNC(=O)/C(=C\c1cccn1C)NC(=O)c1cccs1,-27%,-5%,-5,·,24%,10%,-21%,0%,5%[59 µM]
Cc1cc(NC(=O)CN(c2cccc(C)c2C)S(=O)(=O)c2ccccc2)ccc1Br,2%,11%,-2,?,-1%,43%,-1%,-4%,?
O=C(NNc1c(Cl)cc(Cl)cc1Cl)c1n[nH]c(=O)c2ccccc12,-3%,15%,4,1%,-2%,23%,-6%,-7%,8%
Nc1nc(N)nc(-c2cccc(Cl)c2Cl)n1,2%,-6%,3,4%,-2%,19%,-17%,-10%,16%[2.33 µM]
Cc1ccc(/C=C2\SC(=S)N(CCC(=O)NNS(=O)(=O)c3ccccc3)C2=O)cc1,-17%,40%[activator],3,12%,-4%,2%,-4%,-4%,14%[12.7 µM]
CC(=O)c1cccc(NC(=O)C2CC(=O)N(c3cccc(C)c3C)C2)c1 (stereo unspecified),4%,2%,-5,0%,-1%,9%,-15%,-7%,20%[59 µM]
C=CCOC(=O)C1=C(C)NC(SCC(N)=O)=C(C#N)C1c1ccc(C)cc1 (stereo unspecified),0%,-3%,9,1%,5%,54%[activator],-12%,i,16%
CCOC(=O)c1sc(=S)n(Cc2ccccc2)c1C,0%,-1%,1,-3%,-4%,50%[activator],11%,-1%,-33%
CN(C)c1nc2c(c(=O)n(C)c(=O)n2C)n1Cc1ccccc1,-5%,0%,-4,-2%,-4%,21%,5%,i,7%
Cc1noc(NC(=O)c2cccc(Cl)c2Cl)c1C#N,-16%,1%,-4,-1%,6%,33%,-15%,4%,-14%[59 µM]
COc1ccc(C2N(C(C)=O)CCCN2S(=O)(=O)c2ccc(C)cc2)cc1 (stereo unspecified),-10%,2%,0,6%,-12%,9%,-6%,i,-6%
CCOC(=O)c1sc2cccc(F)c2c1S(=O)(=O)Nc1ccccc1F,-16%,3%,0,-3%,9%,100%[activator],-18%,i,0%[59 µM]
CCOC(=O)c1c(C)[nH]c(C)c1S(=O)(=O)N(C)CC(=O)NCc1ccc(F)cc1,-14%,-5%,-2,-13%,2%,21%,-14%,-10%,15%
Cc1cc2c3c(c1)C(C)(c1ccccc1)CC(C)(C)N3C(=O)C21C(C#N)=C(N)OC2=C1C(=O)CC(C)(C)C2 (stereo unspecified),?,0%,0,-7%,3%,13%,?,-8%,-7%
COc1ccc(N2CCN(CCNC(=O)CCCn3c(=O)[nH]c4cc(Cl)ccc4c3=O)CC2)cc1,-1%,2%,7,2%,27%,-4%,-25%,5%,-9%[12.7 µM]
CC(C)Oc1cc(N)c(Cl)cc1Cl,13%,4%,4,-5%,5%,51%[activator],-2%,2%,37%
NS(=O)(=O)c1cccc(NC(=O)COC(=O)CC2Sc3ccccc3NC2=O)c1 (stereo unspecified),·,?,-3,-3%,0%,19%,-17%,1%,·
Cn1c(C(=O)O)c(CC(=O)Nc2ccc(F)cc2F)c2ccccc21,-1%,-2%,2,-4%,-15%,9%,-9%,3%,15%[59 µM]
NC(=O)C1CCN(C(=O)CN(c2cccc(Cl)c2)S(=O)(=O)c2ccccc2)CC1,-3%,-1%,-2,8%,0%,28%,-4%,i,39%
CCOc1ccccc1NC(=O)Nc1nnc(N2CCCC(C)C2)s1 (stereo unspecified),-9%,-1%,2,-15%,-3%,72%[activator],18%,1%,5%[59 µM]
Cc1ccc(Nc2c([N+](=O)[O-])c(=O)oc3ccccc23)cc1,-26%,4%,-20,8%,1%,0%,-34%,9%,-1%
CCCCCCNCc1cccc(Br)c1,-3%,1%,3,0%,0%,24%,-23%,·,2%
Cn1c(NCc2cccs2)nc2ccccc21,5%,-3%,-4,7%,15%,8%,-6%,-4%,1%[12.7 µM]
O=c1c2cc(Cl)ccc2nc(-c2ccccc2)n1O,79µM*,-6%,0,5%,1%,-1%,?,-1%,-29%
COC(=O)CNC(=O)C(C)(C)Oc1ccc(Cl)cc1,11%,-11%,0,-3%,-8%,-6%,-18%[11.4 µM],5%,-2%[59 µM]
O=C(CCC1CCN(C(=O)c2cncs2)CC1)Nc1ccccc1,-4%,-16%,-2,7%,?,19%,2%,5%,·
Cc1nc(N2CCOCC2)c2c(C(=O)Nc3cccc(C(F)(F)F)c3)c(C)oc2n1,6%[57.1 µM],7%,3,10%,2%,29%,-4%,9%,-7%[59 µM]
Cc1ccc(N2C(=O)CN(Cc3ccccc3)C2=S)cc1C,12%,4%,-2,5%,-13%,45%,8%,0%,4%
COc1ccc(C[C@](C)(N)C(=O)O)cc1OC,30%,-6%,-3,11%,50%[activator],5%,-5%,0%,?
